UBC9 SUMO inh: inhibitors of in vitro SUMOylation cascade, primary screen, biochemical, HTRF, uHTS. SUMO-conjugating enzyme UBC9 (Homo sapiens), P63279. HTRF SUMOylation assay, SAE1/SAE2 + UBC9. inhibition, % at 35 µM. hit rate 0.36% among 290,000. AID 2006, 2009; in the data active = inhibition above about 50%, passing the limit was not always enough; also: strong numbers were not always called active
Target sequence (P63279 whole entry, looked up): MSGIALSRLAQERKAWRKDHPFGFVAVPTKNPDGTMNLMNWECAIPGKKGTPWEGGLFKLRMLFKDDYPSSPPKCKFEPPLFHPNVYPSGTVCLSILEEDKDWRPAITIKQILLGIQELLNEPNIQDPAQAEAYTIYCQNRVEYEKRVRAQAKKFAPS
pCIP destab: p/CIP-EGFP fusion destabilizers, primary screen, fluorescence, F442A cells; Q05BA5; decrease of EGFP signal, % at 10 µM; hit rate 0.01% among 290,000; 16 h;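 active = EGFP signal decrease of at least 30% at 10 µM or well 3 SD below plate mean, unless failing retest; inactive = the rest, including hits failing retest or dose response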; also: some compounds called inactive have numbers as strong as hits; many of its hits are not listed in these tables
HCV NS3 hel inh: inhibitors of HCV NS3 helicase, primary screen, biochemical, Cy5 molecular beacon fluorescence; NS3 helicase DNA unwinding; inhibition, % at 10.9 µM; hit rate 0.56% among 290,000;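 active = inhibition above the mean of all tested compounds plus 3 SD, set per campaign, cut at about 35% in these data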;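 also: 0% = DMSO wells and 100% = thioflavine S control wells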
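Assay system – hepatitis C virus NS3 helicase domain fragment enzyme · Buffer or medium – MOPS pH 6.5, MgCl2, DTT, Tween20, BSA · Reagent – Cy5/quencher beacon DNA duplex and ATP to start · Compound – single 10.9 µM dose · Timing – 1 h at 25 °C · Technique – Cy5 beacon fluorescence read at start and 1 h · Measure – % inhibition of unwinding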
GalR3 antag: GalR3 antagonists in HEK293 cells, primary screen, cell-based, fluorescence readout | Galanin receptor type 3 (Homo sapiens), O60755 | HEK293 GalR3-CNG cAMP membrane potential fluorescence; galR3 body fused to GalR1 C-terminus | inhibition, % at 3 µM | hit rate 0.44% among 360,000 | AID 651719, 2012;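 active = inhibition above the screen-wide average plus 3 SD, cut at about 13% in these data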;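 also: forskolin and galanin both at EC90 stimulate the cells; cAMP rise reported by CNG channel membrane potential dye signal; 0% = forskolin plus galanin with DMSO and 100% = forskolin alone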
Target sequence (O60755 1-299 limits assumed): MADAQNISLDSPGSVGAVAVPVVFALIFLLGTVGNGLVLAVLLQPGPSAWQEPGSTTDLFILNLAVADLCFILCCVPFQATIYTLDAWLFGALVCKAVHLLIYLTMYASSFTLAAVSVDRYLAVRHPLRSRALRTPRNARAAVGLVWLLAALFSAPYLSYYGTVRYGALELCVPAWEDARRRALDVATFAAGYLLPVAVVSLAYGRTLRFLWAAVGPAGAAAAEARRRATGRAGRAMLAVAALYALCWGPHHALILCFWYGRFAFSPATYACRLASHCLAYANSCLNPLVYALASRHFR
IDE cell inh: human IDE inhibitors in live cells, primary screen, fluorescence polarization, HEK cells, FAbetaB substrate; inhibition, % at 5.59 µM; hit rate 0.41% among 320,000; Insulin-degrading enzyme (Homo sapiens), P14735; FAbetaB cleavage;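 active = percent inhibition above the average of all tested compounds plus 3 SD, set per screening campaign, cut at about 16% in these data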;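 also: IDE supplied by intact live HEK cells; FP after avidin binding of uncleaved biotin substrate so inhibition keeps polarization high; 0% = DMSO wells and 100% = 60 µM reference IDE inhibitor Ii1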
IMP-1 inhibitor: IMP-1 metallo-beta-lactamase inhibitors, primary screen, biochemical, epi-absorbance readout, Pseudomonas aeruginosa enzyme; purified IMP-1, nitrocefin hydrolysis, epi-absorbance fluorescence; inhibition, % at 5.6 µM; hit rate 0.45% among 290,000; AID 1556, 2009;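 active = inhibition above the mean plus 3 SD of all compounds in the same screening run, cut at about 4.5% in these data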;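 also: 0% = IMP-1 with DMSO and 100% = DMSO wells lacking enzyme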
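System – purified recombinant IMP-1 beta-lactamase · Input – IMP-1 dispensed at 0.2 nM · Timing – 15 min preincubation plus 25 min reaction at 25 °C · Signal – Epi-absorbance fluorescence, 480 nm excitation, 530 nm emission · Measure – percent IMP-1 inhibition derived from blank-referenced optical density · Controls – Enzyme-plus-DMSO low control, enzyme-free DMSO high control · Replication – singlicate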
IDE cell activ: human IDE activators in live cells, primary screen, fluorescence polarization, HEK cells, FAbeta-B substrate; activation, % at 5.96 µM; AID 493087, 2011; hit rate 0.073% among 340,000; Insulin-degrading enzyme (Homo sapiens), P14735; FAbeta-B cleavage; 0% vehicle, 100% cell-free pure enzyme wells;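 active = activation above the mean of all tested compounds plus 3 SD, set per screening campaign, cut at about 17% in these data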
CRFR2-BP antag: antagonists of CRF-BP/CRF-R2 complex, primary screen, cell-based, HEK293, calcium dye fluorescence, uHTS; hit rate 0.59% among 350,000; CRF-induced calcium fluorescence; inhibition, % at 11.8 µM;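 active = inhibition of the ligand-induced calcium signal above about 50% at the single tested concentration, limit read from the data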
VIM-2 inhibitor: VIM-2 metallo-beta-lactamase inhibitors, primary screen, biochemical, epi-absorbance readout, Pseudomonas aeruginosa enzyme; purified VIM-2, nitrocefin hydrolysis, epi-absorbance fluorescence; inhibition, % at 5.6 µM; hit rate 0.89% among 290,000; AID 1527, 2009;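 active = inhibition above the mean of all tested compounds plus 3 SD, cutoff set per screening run, cut at about 7.5% in these data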;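 also: red hydrolysis product quenches plate fluorescence so inhibitors raise well fluorescence; 0% = enzyme with DMSO and 100% = DMSO without enzyme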
Starred values were filed as active, the others as inactive; · = not tested or not shown. Outcome played no part in choosing rows. Share with any hit: about 3.2%.

SMILES	UBC9 SUMO inh	pCIP destab	HCV NS3 hel inh	GalR3 antag	IDE cell inh	IMP-1 inhibitor	IDE cell activ	CRFR2-BP antag	VIM-2 inhibitor
C/C(=N\O)c1ccccc1C(=O)O	12	6	1	1	2	-4.0	2	-9	-1.9
COc1cccc(C(=O)NC(=S)Nc2ccc3oc(=O)ccc3c2)c1	-8	-15	-9	-5	-2	1.3	-4	-34	-1.3
O=C(NCc1cccs1)c1ccc(S(=O)(=O)N2CCOCC2)cc1	-3	-5	0	-2	0	-0.7	0	0	0.6
COc1cc(/C=C2\NC(=S)N(C)C2=O)ccc1OCc1cccc(F)c1	8	3	3	-13	2	-2.4	7	11	-3.3
CCc1nnc(NC(=O)CCCSc2nc3ccccc3[nH]2)s1	10	-28	-2	-1	-2	-3.2	-1	-10	-0.3
CCOC(=O)C1CCN(C(=O)c2ccc(OCC(=O)Nc3ccc(OCC)cc3)c(OC)c2)CC1	·	·	·	0	-1	·	2	18	·
Cc1cc(C)c2nc3s/c(=C/c4ccc5c(c4)n(C)c(=O)n5C)c(=O)n3c2c1	4	-3	12	·	·	-2.0	·	·	-1.3
CCOc1ccc(C(=O)NCC(=O)NCC(c2ccc(OC)cc2)N2CCCC2)cc1 (stereo not given)	·	·	·	2	-3	·	2	3	·
CCc1nnnn1-c1ccc([N+](=O)[O-])cc1C	8	-10	1	-1	4	-1.7	4	15	-2.4
Cc1nc(N2CCN(c3ccccc3)CC2)[nH]c(=O)c1C	-1	-15	-5	-9	4	-4.3	3	26	-1.4
CCN(CC)S(=O)(=O)c1ccc(=O)n(CC(=O)N2CCCc3cc(C)ccc32)c1	·	·	·	-5	-5	·	6	-5	·
C/C(=N\Nc1nc2c(s1)CCCC2)c1ccccc1	-3	7	7	-4	-3	-3.9	1	-12	-5.8
CCSc1nnc(NC(=O)c2ccc(C)cc2)s1	22	-5	-4	-6	-2	-1.8	2	-13	-4.8
C=CC[C@@H](CC(=O)N[C@H](CO)Cc1ccccc1)C(=O)N[C@H](COC(=O)[C@@H](CC=C)Cc1ccc(F)cc1)C(C)(C)C	·	·	·	-7	2	·	4	2	·
O=C(Nc1ccc(Br)cc1)C1CCN(c2cnccn2)CC1	1	-9	-1	-6	1	-1.7	4	-2	-5.5
C/C(=N\O)C(C)Oc1ccc(Cl)cc1 (stereo not given)	0	-4	0	1	-1	0.3	3	28	0.1
COc1ccc(C(=O)Nc2ccc(F)cc2F)cc1OC	11	-8	-3	-2	4	-1.5	-4	3	-1.1
CCc1ccc(C(=O)O)cc1	12	-3	1	-4	3	-2.7	4	1	-3.4
Cc1cccc(NC(=O)c2cccc(S(=O)(=O)N3CCCC3)c2)n1	·	·	·	-5	0	·	3	-1	·
COc1ccc(-n2ccnc(SCC(=O)NC3CCCC3)c2=O)cc1	12	-2	26	-5	-6	4.6*	6	1	3.0
Cc1nn(C)c(Oc2ccccc2)c1CCNC(=O)CCl	0	-10	3	-4	-1	-1.5	3	-2	-3.9
O=C(NNc1c(Cl)cc(Cl)cc1Cl)C1CCC1	-2	3	7	-4	12	-1.8	1	-11	-2.9
N#C/C(=C\c1c(N2CCN(Cc3ccccc3)CC2)nc2ccccn2c1=O)S(=O)(=O)c1ccccc1	-6	-6	-26	-9	4	-1.1	1	12	-3.6
Cc1ccc(CCNC(=O)c2nnc(CS(=O)(=O)c3ccccc3)o2)cc1	5	6	-14	·	4	-0.3	-2	-14	-1.7
O=C(Nc1ccccc1Cl)c1cc(S(=O)(=O)N2CCCC(C(=O)O)C2)ccc1F (stereo not given)	25	-20	4	-7	0	-1.8	5	6	-1.5
COc1ccc(NC(=S)N2CCC(C(=O)c3ccc(C)cc3)CC2)cc1	10	1	-14	-9	-2	-2.9	0	12	-2.5
COc1cccc(-c2c(-c3cc(OC)cc(OC)c3)n(C)c3ccc(-c4ccc(OC)nc4)cc23)c1	·	·	·	1	3	·	-4	-1	·
CCC(C)(C)C1CCc2[nH]nc(C(=O)NCCN3CCOCC3)c2C1 (stereo not given)	·	·	·	-2	4	·	-4	-7	·
COc1ccc(NC(=O)NNC(=O)c2ccc(-c3ccccc3)cc2)c(OC)c1	19	-10	1	-5	·	-2.1	-9	20	-4.4
CC(=O)c1cc2c(cc1NC(=O)c1cc3nc(C(C)C)cc(C(F)(F)F)n3n1)OCO2	27	-7	11	-3	-7	-4.9	5	20	-4.4
Cc1ccc(S(=O)(=O)N/N=C/c2ccc(O)cc2O)cc1[N+](=O)[O-]	-5	-6	10	2	9	-4.3	4	-7	-3.5
CC1(C)CC2CN(C(=O)Cc3ccccc3)C(C)(C2)C1 (stereo not given)	1	-6	5	8	5	-2.1	-5	17	-3.2
CCN(c1ccccc1)S(=O)(=O)c1cccc(C(=O)N(C)CCOc2ccccc2)c1	·	·	·	-3	-5	·	2	20	·
CC(=O)N(Cc1ccccc1)c1ccccc1C(=O)O	19	-14	2	0	4	-3.3	-1	21	-0.1
CCCCc1n[nH]c2c1C(=O)CC(C)(C)C2	4	2	-5	-1	6	-2.4	1	5	0.0
CCc1n(CC(O)COC2CCCCC2)c2ccccc2[n+]1C (stereo not given)	9	-14	2	-2	-4	-5.1	4	2	-0.6
COc1ccc(CNC(=O)c2nnn(-c3cccc(C(F)(F)F)c3)c2N)cc1	-6	9	-16	7	-3	-2.0	7	19	-3.3
O=C(NC(=S)Nc1ccc(S(=O)(=O)N2CCCCC2)cc1)c1cccs1	-9	9	2	0	3	-1.4	3	-8	-2.0
O=C(/C=C/c1ccc(OC2CSC2)cc1)c1ccccc1	3	1	1	-1	-2	-2.9	-2	-7	-8.6
COc1c(C)cccc1C(=O)NC(=S)Nc1cccc2nsnc12	26	-1	5	-1	·	-2.3	3	-56	-6.4
O=C1OC(N2CCN(C(=O)C3CCCO3)CC2)c2ccccc21 (stereo not given)	10	-3	-1	0	-7	-1.0	2	-14	-1.4
O=C(CSc1nnc(SCc2ccc(Cl)cc2)s1)N/N=C/c1ccccc1C(=O)O	13	1	2	-3	-5	-1.7	3	4	-2.9
COc1ccnc(Oc2ccc(F)cc2)c1C(=O)N/C=N/OCc1ccc(F)cc1Cl	-13	-3	0	1	-1	-3.5	2	0	-2.3
CN(CCC#N)Cc1cc(=O)oc2ccc3ccccc3c12	6	7	-11	-3	3	0.7	3	20	-0.3
Clc1ccc2nc(-c3ccc4c(c3)OCO4)cn2c1	12	-2	10	-4	5	-0.8	-1	15	0.8
CCN1C(=O)[C@@H]2[C@@H](c3ccc(-c4ccc(C(C)=O)cc4)cc3)N3CCCC[C@@]3(C(=O)OC)[C@@H]2C1=O	·	·	·	-1	-3	·	-5	-4	·
COc1ccc(/C=C/C(=O)c2sc(-c3ccc(Cl)cc3)nc2C)cc1	2	-5	3	·	·	-1.5	·	·	-1.5
CC(NC(=O)c1ccc(S(=O)(=O)NCc2ccco2)cc1)c1ccc(F)cc1 (stereo not given)	·	·	·	-9	7	·	7	2	·
O=C(CCc1nnc(CCCCc2ccccc2)o1)N(CCO)Cc1ccccc1	1	-7	-2	-3	-1	-1.5	1	4	0.8
CN(C1CCCCC1)S(=O)(=O)c1ccc(S(=O)(=O)N(CC(=O)Nc2ccccc2)C2CC2)cc1	1	-8	-2	6	2	-1.4	1	-22	-2.3
CCN(CC)CCN(C(=O)c1cc2c(ccc3ccccc32)oc1=O)c1nc2cc3c(cc2s1)OCCO3	16	-1	-46	-2	1	1.5	2	-12	-1.1
CCN(CC)C(=O)Oc1cc(=O)n(C)c2ccccc12	7	-8	-1	-7	1	-1.9	2	-6	-3.4
CC(OC(=O)CNC(=O)c1sc2ccccc2c1Cl)c1ccccc1 (stereo not given)	·	·	·	-5	4	·	-2	-13	·
Cc1ccc(C(=O)N[C@@H](Cc2ccccc2)C(=O)N2CCC3(CC2)NCCc2[nH]cnc23)cc1C	·	-7	-28	-1	5	-2.4	2	-5	-2.6
O=[N+]([O-])c1cc2c(cc1CN1CCN(c3ccccc3F)CC1)OCO2	4	-8	27	-3	·	1.4	1	1	-0.3
COc1ccc(C(=O)CC(=O)c2ccc(OC)cc2)cc1	7	-3	-13	-7	1	-3.4	1	5	-1.7
CCC(=O)Nc1nc(C)c(-c2csc(Nc3ccc(S(=O)(=O)Nc4cc(C)on4)cc3)n2)s1	-3	14	1	·	·	-3.1	·	·	-0.8
COC(=O)c1ccc(N(CC(=O)NC2CCCC2)C(=O)CNC(=O)c2ccco2)cc1	1	-10	1	0	0	-4.3	1	1	-2.3
N=c1c2c(n(Cc3ccc(Cl)cc3)c3c1CCC3)CCC2	14	-14	-13	-6	3	0.9	7	11	-1.8
COc1ccc(CNC(=O)C(c2ccco2)N(C(=O)CNS(=O)(=O)c2ccccc2)c2ccccc2C)cc1 (stereo not given)	1	-4	-6	-3	-4	-1.4	7	-49	-1.4

Among those listed so far, 2 contain a cyano group:
SMILES	UBC9 SUMO inh	pCIP destab	HCV NS3 hel inh	GalR3 antag	IDE cell inh	IMP-1 inhibitor	IDE cell activ	CRFR2-BP antag	VIM-2 inhibitor
N#C/C(=C\c1c(N2CCN(Cc3ccccc3)CC2)nc2ccccn2c1=O)S(=O)(=O)c1ccccc1	-6	-6	-26	-9	4	-1.1	1	12	-3.6
CN(CCC#N)Cc1cc(=O)oc2ccc3ccccc3c12	6	7	-11	-3	3	0.7	3	20	-0.3

Next compounds.
SMILES	UBC9 SUMO inh	pCIP destab	HCV NS3 hel inh	GalR3 antag	IDE cell inh	IMP-1 inhibitor	IDE cell activ	CRFR2-BP antag	VIM-2 inhibitor
COC(=O)N/N=C/c1cc(Br)ccc1O	11	-10	8	0	-1	-1.9	5	21	-3.2
COc1ccccc1CNS(=O)(=O)c1cccc2nsnc12	1	6	5	3	-2	0.0	5	-16	-0.6
COC(=O)c1nc(Cl)c(Cl)c(N)c1Cl	-1	18	-6	-4	-2	-4.8	-2	-3	-1.9
COc1cccc(-c2nnc(NC(=O)CCS(=O)(=O)c3ccc(C)cc3)o2)c1	·	·	·	-5	-2	·	3	4	·
O=c1c2ccccc2nc(-c2ccco2)n1CCCn1ccnc1	26	8	2	2	-3	-2.9	-5	1	8.1*
Cc1sc2ncnc(N(C)Cc3cccs3)c2c1C	7	-1	-2	-3	-4	-3.2	-3	6	-2.5
CC(Nc1nc(N2CCCC2)nc2ccccc12)c1ccccc1 (stereo not given)	11	6	-36	0	10	-3.4	-1	-16	10*
CCSc1ccccc1C(=O)NCCc1ccccc1	2	-16	-7	-5	5	-1.1	0	17	0.0

Screening data (PubChem BioAssay)
